DAGLB inh – diacylglycerol lipase beta (human) inhibition. Q8NCG7. HEK293T DAGLB membrane lysate, EnzChek fluorogenic substrate. inhibition, % at 5.17 µM. hit rate 0.059% among 340,000. AID 504411; in the data active means inhibition above about 34%;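 further: 0% = enzyme with vehicle and 100% = wells lacking enzyme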
Target sequence (Q8NCG7 whole entry, looked up): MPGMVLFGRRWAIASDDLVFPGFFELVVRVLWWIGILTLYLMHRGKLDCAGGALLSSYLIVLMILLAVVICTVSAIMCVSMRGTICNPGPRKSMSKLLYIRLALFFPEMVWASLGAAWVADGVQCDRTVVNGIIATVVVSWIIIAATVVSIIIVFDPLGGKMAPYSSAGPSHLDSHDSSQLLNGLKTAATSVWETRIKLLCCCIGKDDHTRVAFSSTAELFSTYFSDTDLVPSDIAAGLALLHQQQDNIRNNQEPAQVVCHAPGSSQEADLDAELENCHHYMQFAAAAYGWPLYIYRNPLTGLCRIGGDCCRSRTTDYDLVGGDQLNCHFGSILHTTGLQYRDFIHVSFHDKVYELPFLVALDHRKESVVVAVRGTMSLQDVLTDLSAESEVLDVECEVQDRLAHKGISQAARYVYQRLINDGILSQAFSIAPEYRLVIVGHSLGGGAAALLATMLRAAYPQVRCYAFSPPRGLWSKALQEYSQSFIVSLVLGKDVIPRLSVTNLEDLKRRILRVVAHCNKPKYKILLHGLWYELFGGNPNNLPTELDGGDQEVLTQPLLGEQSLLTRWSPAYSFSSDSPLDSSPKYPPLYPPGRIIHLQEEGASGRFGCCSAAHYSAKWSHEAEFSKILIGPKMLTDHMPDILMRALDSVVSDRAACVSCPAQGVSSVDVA
PfHsp90 set2 – reduces growth (ATP signal) of yeast expressing P. falciparum Hsp90; hit rate 0.32% among 310,000; S. cerevisiae expressing PfHsp90, BacTiter-Glo ATP, 48 h; yeast lacking PDR1 and PDR3 efflux regulators; inhibition, % at 9.4 µM; AID 504621;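 active means every replicate shows inhibition above about 80%, whatever the replicate mean, limit read from the data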;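 further: 0% = DMSO neutral controls and 100% = 20 µM radicicol positive controls; yeast relying on Plasmodium falciparum Hsp90 in place of its own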
CAL PDZ inh – inhibitors of human CAL PDZ peptide binding. inhibition, % at 20 µM. hit rate 0.02% among 330,000. purified CAL PDZ, TMR-peptide fluorescence polarization, 1 h;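 active means highest replicate inhibition of at least 40%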;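 further: plate controls were DMSO neutral control wells for no effect and unlabeled competitor peptide control wells for full effect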
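Material: tagged CAL PDZ protein CerCALP, purified; buffer or medium: sodium phosphate/NaCl buffer pH 7.4 with TCEP, IgG, Thesit; also added: fluorescent TMR peptide probe; schedule: 1 h incubation at room temperature before polarization reading; technique: fluorescence polarization from S- and P-plane intensities, G-factor corrected; control set: unlabelled peptide and DMSO controls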
E coli growth – counter-screen for AddAB inhibitors: E. coli growth inhibition. E. coli V3065 growth, OD600 absorbance, 18 h. inhibition, % at 11.9 µM. hit rate 0.27% among 330,000;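 active means inhibition above the campaign's mean inhibition across all tested compounds plus 3 SD, cut at about 9.9% in these data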;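 further: uninfected addAB+ strain grown without phage in ampicillin broth; 0% = DMSO wells and 100% = ciprofloxacin 0.95 µg/ml wells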
AddAB inh – less growth of phage-infected E. coli with AddAB; E. coli expressing H. pylori AddAB, absorbance growth; inhibition, % at 11.9 µM; hit rate 0.29% among 330,000; in the data active means inhibition above about 12%;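 further: 0% = vehicle wells of infected cells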
Tat transport – inhibitors of E. coli Tat protein transport. inhibition, % at 10 µM. E. coli MC4100 TorA-mCherry Tat export, fluorescence. AID 488895. hit rate 0.036% among 340,000;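 active means mean replicate inhibition at least 50% and at least half of replicates individually reaching 50%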;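 further: exported cargo escapes ClpAP degradation while cytoplasmic cargo is degraded and loses fluorescence; 0% = median of neutral control wells and 100% = median of NaSCN control wells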
phage Ecoli inh – E. coli growth loss with phage present. growth absorbance. AID 651602. inhibition, % at 11.9 µM. hit rate 0.26% among 360,000; in the data active means inhibition above about 11%
Wnt act – Wnt/beta-catenin pathway activation; Wnt/beta-catenin reporter cell assay, activator, plate reader; hit rate 1.2% among 300,000; activation, % at 9.35 µM; in the data active means activation above about 30%, passing the limit was not always enough;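 further: 0% = neutral control wells and 100% = positive control wells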
Rtt109 Vps75 – blocks Candida albicans Rtt109/Vps75 acetyltransferase activity | Q5AAJ8 | purified Rtt109/Vps75, ThioGlo CoA-SH fluorescence, 4 h | inhibition, % at 34.9 µM | hit rate 0.16% among 330,000 | AID 540336;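 active means inhibition of at least 50% in every replicate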
Target sequence (Q5AAJ8 whole entry, looked up): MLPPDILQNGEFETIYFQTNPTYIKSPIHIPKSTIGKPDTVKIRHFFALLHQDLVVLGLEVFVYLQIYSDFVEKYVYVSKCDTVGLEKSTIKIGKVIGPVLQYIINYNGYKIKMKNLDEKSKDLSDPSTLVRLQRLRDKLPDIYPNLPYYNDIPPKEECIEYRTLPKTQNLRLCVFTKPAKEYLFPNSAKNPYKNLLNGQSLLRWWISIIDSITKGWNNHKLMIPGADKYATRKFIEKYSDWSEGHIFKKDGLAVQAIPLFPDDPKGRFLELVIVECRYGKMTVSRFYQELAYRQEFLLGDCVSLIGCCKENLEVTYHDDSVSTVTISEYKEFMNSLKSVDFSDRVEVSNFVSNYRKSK
PvdQ inh – blocks Pseudomonas aeruginosa PvdQ acylase activity; inhibition, % at 10 µM; purified PvdQ acylase, fluorescence plate reader; hit rate 0.063% among 340,000; in the data active means inhibition above about 30%, passing the limit was not always enough;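 further: 0% = vehicle neutral wells and 100% = reference inhibitor wells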
Starred values were filed as active, the others as inactive; nt = no result given.

SMILES	DAGLB inh	PfHsp90 set2	CAL PDZ inh	E coli growth	AddAB inh	Tat transport	phage Ecoli inh	Wnt act	Rtt109 Vps75	PvdQ inh
Cc1ccc(/C=[N+](/[O-])C2SC(=S)N(C)C2(C)C)cc1 (stereo unspecified)	4	20	-0.5	-1.4	-1.5	0	1.1	-2	3	-6
Cc1cc(C)c2sc(NNC(=O)c3ccc(S(=O)(=O)N4CCc5ccccc5C4)cc3)nc2c1	-21	43	-0.2	5.3	6.5	-18	5.8	-6	-4	5
COc1ccc(CNC(=O)/C=C/c2ccccc2[N+](=O)[O-])cc1	-1	18	-4.2	-3.1	3.8	5	1.4	-4	2	-7
Cc1ccc(C(=O)N/C(=C/c2ccc(C(C)C)cc2)C(=O)NCCCN2CCOCC2)cc1	nt	nt	nt	-5.0	1.7	nt	0.1	0	nt	nt
CCOC(=O)COn1c(=O)c(C)[n+]([O-])c2ccccc21	-3	-31	-0.2	-1.8	-0.8	-3	-2.2	-1	4	-11
CCOC(=O)c1cc2cc(F)ccc2nc1C	-2	7	-1.5	-0.7	0.6	-1	0.9	0	-13	-6
Cn1c(=O)n(CC(=O)Nc2ccc(F)cc2)c2ccccc21	-3	nt	-1.1	1.4	0.1	-13	0.9	nt	-7	-18
COc1ccc(N2C(=O)CC(N3CCN(S(=O)(=O)c4cc(C)ccc4C)CC3)C2=O)cc1 (stereo unspecified)	0	-23	-2.9	-2.3	-0.8	7	3.3	-2	0	-17
O=C(CCc1nc(-c2ccc(Cl)cc2)no1)NCc1ccccc1CN1CCOCC1	-3	0	-0.1	-0.2	0.9	-11	1.4	-3	6	9
N#Cc1cccnc1N1CCC(C(N)=O)CC1	0	3	-0.5	-1.1	-0.5	-7	0.6	-1	1	3
Cc1cc(C)cc(NC(=O)CSc2nc3ccccc3nc2N2CCCC2)c1	-11	2	-0.2	-1.1	0.8	-4	-0.2	-3	-15	-12
CCCC(=O)Nc1nc2ccc3nc(C)sc3c2s1	-5	15	-5.3	-0.8	-1.3	-1	2.6	nt	1	-5
FC(F)(F)C(Oc1nc(Nc2ccc(Cl)cc2)nc(N2CCOCC2)n1)C(F)(F)F	-2	7	0.0	-0.5	0.6	-3	0.1	nt	12	15
Cc1ccccc1S(=O)(=O)Cc1ccc(C(=O)N2CCN(C3CCCCC3)CC2)o1	-2	0	-0.5	-1.6	-0.2	0	3.8	-1	-11	-10
COC(=O)CCCC1=CC2=CC(=O)C(C)(OC(=O)c3cccs3)C(=O)C2=CN1C1CCCCC1 (stereo unspecified)	0	4	0.3	-0.3	1.5	-1	1.3	0	11	8
CCOc1ccc(/C(O)=C2/C(=O)C(=O)N(c3nc(C)c(C)s3)C2c2ccco2)cc1 (stereo unspecified)	6	7	-1.4	-1.1	3.8	23	3.1	nt	4	-9
COc1ccc(C2OC(=O)CC2C(=O)NCc2ccc(Cl)cc2)cc1OC (stereo unspecified)	0	4	-0.5	-1.9	-0.2	-11	0.8	21	-5	-9
CCN(CC(=O)NC1CCS(=O)(=O)C1)S(=O)(=O)c1ccc2ccccc2c1 (stereo unspecified)	0	11	-0.1	0.8	2.3	-11	2.7	-3	-5	-3
Cc1cccc(C(C(=O)NC2CCCCC2)N(C(=O)c2csnn2)C2CC2)c1 (stereo unspecified)	0	-2	-2.7	2.8	1.9	8	1.6	-1	4	6
CCOC(=O)C1CCN(S(=O)(=O)c2ccc(NC(=O)c3ccco3)cc2)CC1	0	3	-0.3	-1.3	1.3	-5	0.6	-1	-4	-6
Cc1cc(C)cc(OCC(=O)Nc2ccc3c4c(cccc24)CC3)c1	-11	nt	0.6	0.4	-0.9	-11	3.7	-7	0	-9
CCN1C(=O)N(S(=O)(=O)c2ccc(C)cc2)[C@@H](c2ccccc2)C(C(=O)OC)=C1C	-4	16	-0.7	3.4	2.2	9	2.2	-3	-6	-13
CCN(CC)C(=O)CSc1nc2ccccc2c(=O)n1CC1CCCCC1	-12	-12	-1.2	0.7	0.1	12	2.5	nt	3	-17
OC(CNCCc1ccc(Cl)cc1)COCc1ccco1 (stereo unspecified)	0	-10	-0.7	0.3	4.3	1	0.0	-2	-3	-19
O=C(O)c1ccc(NS(=O)(=O)c2ccc(Cl)c(C(=O)Nc3ccccc3)c2)cc1	1	2	0.3	0.2	0.0	1	2.3	-2	-3	-3
CCOc1ccc2[nH]c(=O)c(C(c3nnnn3Cc3ccco3)N3CCN(C)CC3)cc2c1 (stereo unspecified)	-1	37	0.1	1.5	3.6	-8	0.5	-2	3	-11
CNc1c([N+](=O)[O-])cnn1-c1ccc(C)cc1	0	-3	0.6	3.6	2.4	-9	2.4	nt	4	5
COc1ccccc1Cn1c(=S)[nH]c2cc(C(=O)N3CCN(C)CC3)ccc2c1=O	-1	-37	-1.2	-2.9	0.3	-5	nt	-2	2	-20
COc1ccc(OCC(O)CNC(=O)Nc2cc(C)cc(C)c2)cc1 (stereo unspecified)	-3	7	-0.2	-1.0	1.7	-4	0.9	-3	2	-4
CC(C)c1ccc(CN(C(=O)c2ccco2)C2CCS(=O)(=O)C2)cc1 (stereo unspecified)	-1	1	-2.1	-0.1	4.7	6	2.3	-2	-18	-17
COc1ccc(CNC(=O)COc2ccc(C)nc2[N+](=O)[O-])cc1	-3	8	-1.4	1.6	-2.9	0	-1.1	0	1	6
Cc1ccc(/C=C/C(=O)NCCCn2ccnc2)cc1	-1	-10	-1.2	-0.1	2.1	-5	4.7	-8	6	-11
CCCNC(=O)c1cc(-c2ccc(Br)cc2)on1	-3	-10	-1.7	-1.9	1.8	-1	4.2	nt	3	-10
CCn1cc(C(=O)NC(=S)Nc2ccccc2Br)cn1	-1	1	-3.5	-1.3	-1.8	-5	-0.2	18	0	-13
COC1=CC(=O)OC(C)(c2ccccc2)C1 (stereo unspecified)	1	-7	-1.1	nt	nt	-6	1.2	-2	3	-17
COc1ccc(C(C(=O)NC2CCCCC2)N(Cc2cccnc2)C(=O)c2snc(C(N)=O)c2N)cc1 (stereo unspecified)	4	-2	-2.4	-1.4	1.7	6	1.2	-1	-8	-7
O=C(CSc1nc2ccsc2c(=O)n1CC1CCC(C(=O)O)CC1)c1ccc(Cl)cc1 (stereo unspecified)	5	20	-2.3	-0.4	-2.1	10	1.7	0	2	-8
CCCCOc1ccc(-c2nc(=S)[nH][nH]2)cc1	2	-16	-1.3	-0.3	4.3	1	0.6	nt	-5	2
CCOC(=O)C1=C(c2ccccc2)N(C)C(=O)NC1c1ccc(O)c(OC)c1 (stereo unspecified)	4	nt	-2.3	2.0	-2.2	1	1.6	-2	nt	7
CC1CCN(S(=O)(=O)c2ccc(S(=O)(=O)N3CCC4(CC3)OCCO4)cc2)CC1	-1	17	-0.8	-1.6	-1.5	5	4.2	-6	-1	-14

Entries of single compounds, quoted from the list:
`COc1ccc(CNC(=O)COc2ccc(C)nc2[N+](=O)[O-])cc1` as listed: DAGLB inh = -3; PfHsp90 set2 = 8; CAL PDZ inh = -1.4; E coli growth = 1.6; AddAB inh = -2.9; Tat transport = 0; phage Ecoli inh = -1.1; Wnt act = 0; Rtt109 Vps75 = 1; PvdQ inh = 6
`COc1ccccc1Cn1c(=S)[nH]c2cc(C(=O)N3CCN(C)CC3)ccc2c1=O` as listed: DAGLB inh = -1; PfHsp90 set2 = -37; CAL PDZ inh = -1.2; E coli growth = -2.9; AddAB inh = 0.3; Tat transport = -5; phage Ecoli inh = nt; Wnt act = -2; Rtt109 Vps75 = 2; PvdQ inh = -20

(more compounds)
SMILES	DAGLB inh	PfHsp90 set2	CAL PDZ inh	E coli growth	AddAB inh	Tat transport	phage Ecoli inh	Wnt act	Rtt109 Vps75	PvdQ inh
Cc1nn(CC(=O)NCc2ccccc2)c(C)c1[N+](=O)[O-]	-2	20	0.4	0.3	0.6	-5	2.6	nt	-2	-9
O=C(CNC(=O)c1ccccc1Br)Nc1cccc(S(=O)(=O)Nc2ccccc2Cl)c1	3	20	-0.8	nt	nt	5	2.4	-2	12	-17
Nn1c(COc2ccc(Cl)cc2)nc2ccccc2c1=O	-1	-15	-1.2	-2.8	2.6	23	4.5	29	20	2
C=CCNC(=O)c1snnc1-c1ccccc1	0	13	0.5	1.0	1.8	-3	2.5	nt	10	2
COc1cc(OC)cc(-c2sc3ccc(OC)cc3c2-c2ccc(O)cc2)c1	-10	36	1.3	1.8	0.9	6	2.7	-3	7	3
COc1ccccc1N1CCN(CCN2C(=O)CC3(CCCC3)CC2=O)CC1	0	-8	0.2	-0.1	-0.5	-1	2.2	-4	0	-10
CC(=O)c1sc(NC(=O)C2CC(=O)N(Cc3ccccc3)C2)nc1-c1ccccc1 (stereo unspecified)	-1	-11	-3.8	1.7	-0.2	2	0.7	-2	nt	19
COc1ccc(S(=O)(=O)N(CC(=O)N2CCOCC2)Cc2ccccc2)cc1	-3	-10	-1.8	-1.3	0.2	4	1.4	-7	17	-16
COc1cc(C2CC(=O)Oc3c(C(CCN4CCOCC4)c4ccc(N(C)C)cc4)c(OC)cc(OC)c32)cc(OC)c1OC (stereo unspecified)	2	-29	0.0	-0.7	2.4	-3	0.6	0	18	9
COc1ccc(S(=O)(=O)N2CCC(C(=O)N[C@@H](C)C(=O)NCc3ccc(F)cc3)CC2)cc1	0	7	-3.8	0.2	3.1	0	-0.3	1	-2	-10
O=C(NNC(=S)NC(=O)c1ccc(F)cc1)c1cccnc1	-1	-21	-2.0	-8.5	-5.5	0	-5.1	15	10	-13
Cc1ccccc1CN1CCN(Cc2cc(=O)c3ccccc3[nH]2)CC1CCO (stereo unspecified)	1	-14	-0.2	-0.3	4.2	-6	1.6	-1	-7	-2
Cc1cccc(C(C)C)c1NC(=O)c1ccc(COc2ccc3c(C)cc(=O)oc3c2)cc1	0	-8	-3.0	-2.2	-0.7	-6	7.5	-4	-3	-3
CCCc1cc(=O)oc2cc(OCc3ccc(C(=O)O)o3)ccc12	1	9	-0.6	0.2	0.9	-10	-0.8	3	-3	1
CCOC(=O)C1CCN(C(=O)c2cc(S(=O)(=O)N3CCCCC3)ccc2C)CC1	2	-4	-2.6	1.4	-1.1	9	1.2	-3	-9	-15
Cc1ccc(-n2nc3c(c2NC(=O)c2ccco2)CS(=O)(=O)C3)c(C)c1	0	-39	-3.1	-1.1	1.9	2	0.4	1	1	-12
COc1ccc(C2C(Oc3ccccc3)C(=O)N2c2cc(C)ccc2C)cc1OC (stereo unspecified)	-5	-8	-2.0	3.3	-0.3	6	0.2	nt	-7	-7
CCOc1ccc(-c2cn(-c3ccccc3OC)c(=S)[nH]2)cc1	0	-4	0.0	2.7	-0.6	-2	0.5	0	-8	-7
COc1ccccc1NS(=O)(=O)c1cccc(N2CC(O)=C(c3ccccc3)C2=N)c1	2	2	-1.3	-0.9	-0.2	-1	3.1	-2	nt	7
NS(=O)(=O)c1cc(C(=O)O)cc(N2CCCC2)c1Oc1ccccc1	1	0	0.4	-2.5	-2.4	-6	3.2	-1	-25	2
COc1ccc(C(=O)N2CCN(c3ncnc4c(-c5ccccc5)nsc34)CC2)cc1	-2	nt	-1.9	nt	nt	-9	3.5	0	-5	-4
Cc1cc(C(=O)OCC(=O)NC(C)c2ccccc2)c(C)o1 (stereo unspecified)	-3	-34	-0.1	3.7	2.3	5	3.1	-2	-3	-11

Compound activity (PubChem)
